High-throughput results from PubChem.
AID2073 = inhibitors of Mint1-CaV2.2 protein interaction, biochemical, HTRF (AID 2073); inhibition, % at 20 µM; hits with a dose series show IC50 in µM; Voltage-dependent N-type calcium channel subunit alpha-1B (Homo sapiens); HTRF protein-protein interaction, Mint1-CaV2.2; higher % means a stronger effect; 0.19% of 290,000 active; in the data active = inhibition mostly above about 51%, no sharp cut-off; inconclusive = no clear call, values can overlap the other calls; inactive = mostly below about 53%; note: some results filed as inactive read as strong as hits
LYP phosphatase = inhibitors of LYP phosphatase, biochemical, fluorescence intensity, uHTS (AID 1779) | Tyrosine-protein phosphatase non-receptor type 22 (Homo sapiens) | recombinant LYP phosphatase, fluorescence intensity; higher % means a stronger effect | inhibition, % at 11.5 µM, or IC50 in µM where a hit was titrated | 0.054% of 290,000 active;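 note: plate controls were vehicle with enzyme for no effect and no enzyme for full effect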
human PMI inhibitors = human PMI inhibitors, high substrate, primary screen, biochemical, fluorescence intensity, high mannose 6-phosphate (AID 1220). recombinant PMI enzyme, coupled fluorescence intensity; higher % means a stronger effect. 0.66% of 190,000 active. Mannose-6-phosphate isomerase (Homo sapiens). one-dose inhibition, % at 20 µM; IC50 in µM for titrated hits
M17LAP inhibition = P. falciparum M17LAP inhibitors, primary screen, biochemical, fluorogenic H-Leu-NHMec substrate, 1536-well (AID 1619) | inhibition, % at 30 µM; hits with a dose series show IC50 in µM | Leucine aminopeptidase (Plasmodium falciparum (isolate 3D7)) | recombinant M17LAP, H-Leu-NHMec fluorogenic kinetic assay; higher % means a stronger effect | 0.38% of 220,000 active;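 active = compound inhibiting the enzyme by more than half at any dose during confirmatory dose-response retesting; inconclusive = strong single-dose inhibitors picked by rank but not retested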;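 note: plate controls were full reaction with DMSO carrier for no effect and no enzyme background for full effect; strong numbers were not always called active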
PMI inhibitors = inhibitors of human PMI, primary screen, biochemical, fluorescence intensity, coupled assay (AID 1209). Mannose-6-phosphate isomerase (Homo sapiens). purified PMI enzyme, coupled fluorescence intensity; higher % means a stronger effect. inhibition, % at 20 µM, or IC50 in µM where a hit was titrated. 0.42% of 190,000 active;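 note: plate controls were DMSO vehicle for no effect and wells lacking substrate for full effect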
M1AAP inhibition = P. falciparum M1AAP inhibitors, biochemical, fluorogenic H-Leu-NHMec substrate, 1536-well (AID 1445); recombinant M1AAP, H-Leu-NHMec fluorogenic kinetic assay; higher % means a stronger effect; Aminopeptidase N (Plasmodium falciparum (isolate 3D7)); inhibition, % at 30 µM; hits with a dose series show IC50 in µM; 0.42% of 220,000 active;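 active = primary inhibition above the hit cutoff, then over 50% inhibition at one or more dose response concentrations, cut at about 23% in these data, passing the limit was not always enough; inconclusive = conflicting primary data, or primary hits not chosen for dose response; inactive = low primary inhibition, or under 50% at every dose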;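 note: plate controls were DMSO full reaction for no effect and no enzyme background for full effect; strong numbers were not always called active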
Siah-1 displacement = Siah-1 peptide-binding antagonists, primary screen, biochemical, fluorescence polarization, rhodamine-plectin, uHTS (AID 1817). E3 ubiquitin-protein ligase SIAH1 (Homo sapiens). Siah-1 / rhodamine-plectin peptide fluorescence polarization; higher % means a stronger effect. one-dose displacement, % at 20 µM; IC50 in µM for titrated hits. 0.02% of 290,000 active;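 active = displacement of at least 50% at 20 µM, with a fluorescence ratio check between 0.3 and a set limit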;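 note: plate controls were Siah plus tracer with DMSO for no effect and tracer alone without Siah for full effect; strong numbers were not always called active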
Dynein cargo inh = inhibitors of GR-EGFP nuclear translocation, primary screen, dynein cargo transport inhibitor project, imaging, high-content, 3617.4 mouse cells | 0.47% of 220,000 active | AID 1381, 2008 | z-score, hits read low | test concentration mostly 20 µM; stimulated with dexamethasone, 1 µM; stronger effect = lower value;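 active = plate z-score of nuclear minus cytoplasmic receptor signal below a set negative limit, without overly bright fluorescence or cell loss, cut at about -3.5 in these data, passing the limit was not always enough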;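 note: z-score of nuclear minus cytoplasmic ring GR-EGFP intensity difference per well; some compounds called inactive have numbers as strong as hits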
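Buffer or medium: tet-free, stripped-serum medium; Also added: dexamethasone, 1.0 µM final; Technique: high-content fluorescence imaging after fixation; Times: 48 h induction, 1 h compound, 30 min dex at 37 °C; Read-out: per-cell GR-EGFP intensity, nucleus versus surrounding cytoplasmic ring, well-averaged.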
XIAP antagonists = XIAP antagonists, biochemical, IAP family, fluorescence polarization (AID 1018) | 0.007% of 200,000 active | displacement, % at 20 µM, or IC50 in µM where a hit was titrated | XIAP BIR domain, fluorescence polarization peptide displacement; higher % means a stronger effect; in the data active = displacement above about 50%; note: a part of the inactive calls stands beside numbers as strong as those of hits
Dynein cargo inh cytoplasmic EGFP = also measured in Dynein cargo inh; calls as there; z-score; measured here: cytoplasmic GR-EGFP intensity; stronger effect = higher value
Dynein cargo inh nuclear GR-EGFP = also measured in Dynein cargo inh; calls as there; z-score; measured here: nuclear GR-EGFP intensity;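 lower value marks the stronger effect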
Dynein cargo inh cell count = recorded beside Dynein cargo inh, whose call it bears; z-score; measured here: cell count per field
Active calls of the source: *; ? = inconclusive; . = no result given. Cut-off read from the data, not from the text of the source, unless noted: active = inhibition above about 50%; inactive = the rest.

Order of results – AID2073	LYP phosphatase	human PMI inhibitors	M17LAP inhibition	PMI inhibitors	M1AAP inhibition	Siah-1 displacement	Dynein cargo inh	Dynein cargo inh cytoplasmic EGFP	Dynein cargo inh nuclear GR-EGFP	Dynein cargo inh cell count	XIAP antagonists
O=C(NCCCN1CCOCC1)c1cc2c(=O)[nH]c3ccccc3c2s1
  23%	-3%	0%	-31%	-5%	6%	1%	-0.5	-0.2	0.021	0.76	-5.9%
Cc1cc(C(=O)OCC(=O)c2ccc(Br)s2)c(C)o1
  23%	-3%	16%	7%	1%	4%	4%	-0.35	-0.42	-0.15	1.5	-1.3%
CCc1cccc2c(N=O)c(O)[nH]c12
  -2%	5%	-5%	20%	2%	14%	-2%	1	-0.2	1.2	-1.3	-18%
COc1ccc(C(=O)N/N=C(\C)Cn2nc([N+](=O)[O-])cc2C)cc1
  32%	-12%	6%	-3%	8%	-2%	0%	0.61	-0.13	0.84	-0.4	0.8%
Cc1ccc(-c2noc(-c3cc4ccccc4oc3=O)n2)cc1
  10%	0%	5%	-3%	14%	4%	5%	-0.44	-0.2	-0.091	-0.041	-4.4%
Cc1ccc(S(=O)(=O)c2cc3c(=O)n4cccc(C)c4nc3n(CC3CCCO3)c2=N)cc1C (stereo unspecified)
  25%	-21%	.	3%	.	1%	4%	0.3	0.096	0.11	0.066	.
CCc1nn(CC(=O)NCCCN(CC)c2cccc(C)c2)c(=O)c2cc3occc3n12
  2%	2%	12%	6%	2%	0%	-2%	-1.1	-0.21	-0.51	0.51	-21%
COc1ccc(/C=N/n2cnc3c([nH]c4ccc(F)cc43)c2=O)cc1CSc1ccccn1
  38%	0%	.	6%	.	3%	-1%	0.45	-0.21	0.65	-1.1	.
Cc1cccc(C)c1-n1c(C)cc(/C=N/NC(N)=S)c1C
  2%	4%	-20%	4%	-9%	3%	5%	-0.18	-0.24	0.13	0.94	-7.5%
O=C(Cc1ccc([N+](=O)[O-])cc1)c1ccc(O)cc1O
  -11%	-5%	.	17%	.	2%	11%	-0.051	-0.18	-0.087	0.71	.
O=c1c2ccccc2ncn1-c1cccc(Cl)c1
  10%	-2%	-5%	8%	0%	4%	8%	-0.41	-0.19	0.094	0.8	-4.3%
Cc1nnc(SCc2nc3scc(-c4ccccc4)c3c(=O)[nH]2)s1
  13%	0%	.	5%	.	4%	2%	0.29	0.085	0.077	-1.6	.
C=CCONC(=O)c1cc(OCC(F)(F)F)ccc1OCC(F)(F)F
  0%	-4%	-5%	0%	-2%	0%	7%	-1	-0.15	-0.92	0.1	-1.0%
Cc1ccn2cc(C(=O)Nc3nnc(C)s3)nc2c1
  6%	-8%	51%*	15%	30%	-4%	1%	0.71	-0.22	0.91	0.034	1.2%
CCc1nnc(NS(=O)(=O)c2ccc(NC(=S)NC(=O)c3ccncc3)cc2)s1
  -5%	-4%	.	18%	.	4%	10%	-0.96	-0.2	-0.096	0.28	.

Order of results – AID2073	LYP phosphatase	human PMI inhibitors	M17LAP inhibition	PMI inhibitors	M1AAP inhibition	Siah-1 displacement	Dynein cargo inh	Dynein cargo inh cytoplasmic EGFP	Dynein cargo inh nuclear GR-EGFP	Dynein cargo inh cell count	XIAP antagonists
CCOC(=O)C(CC)Sc1nc2c(c(=O)[nH]c(=O)n2C)n1C/C=C(/C)Cl (stereo unspecified)
  -27%	3%	10%	6%	8%	10%	-2%	-0.089	-0.17	0.14	0.32	-4.5%
CCN=C1S/C(=C\c2ccc(OCC)c(OC)c2)C(=O)N1CC
  0%	0%	11%	1%	12%	2%	5%	-0.63	-0.23	-0.049	1.2	-1.1%
CCCCC(C(=O)OCC)C(N)Cc1ccc(F)cc1 (stereo unspecified)
  84%	90%*	-24%	-3%	-41%	-4%	15%	-0.15	-0.19	0.21	-0.072	-8.2%
Cn1c(SCCSc2nnc(-c3ccccc3)n2C)nnc1-c1ccccc1
  -6%	4%	-8%	.	-8%	.	2%	.	.	.	.	-5.6%
CCOC(=O)c1[nH]c(C)c(C(=O)N2CCN(c3ccccc3)CC2)c1C
  -10%	-4%	11%	3%	8%	5%	-6%	-0.044	-0.18	0.25	0.56	-5.1%
Cn1c(N)c(C(=O)COC(=O)CCCc2nc3ccccc3s2)c(=O)n(C)c1=O
  1%	-1%	10%	-36%	4%	6%	-3%	0.94	-0.22	0.39	0.26	-8.9%
CCOC(=O)[C@@H]1C(c2c(OC)cc(OC)cc2OC)=NO[C@@H]1C(=O)OCC
  -2%	3%	-4%	-7%	-8%	3%	-1%	-0.43	-0.26	-0.43	0.0087	-2.6%
COC(=O)COc1ccc(S(=O)(=O)Nc2cc([N+](=O)[O-])ccc2C)cc1
  -6%	2%	-4%	-2%	-10%	3%	8%	0.17	-0.33	0.31	0.53	-4.7%
CC(C)N1C/C(=C/c2ccsc2)C(=O)/C(=C/c2ccsc2)C1
  -5%	3%	-21%	-5%	-2%	13%	4%	-3.8*	0.88*	-2.3*	-0.79*	-3.1%
Cc1ccc(C(=O)OCCN2CCN(c3ncc(C(F)(F)F)cc3Cl)CC2)cc1
  -5%	-9%	9%	-9%	12%	0%	9%	-0.52	-0.18	-0.56	-0.45	-3.9%
O=C(CN1C(=O)COc2ccc(Cl)cc21)N1CCc2ccccc21
  -5%	-4%	-2%	0%	0%	0%	-2%	-0.65	-0.25	-0.041	-0.23	-2.3%
Clc1ccc(SCCn2ccnc2)cc1
  1%	-10%	-6%	7%	3%	0%	2%	0.28	-0.12	0.46	-0.048	-1.5%
CCN(C(=O)C1CCN(S(=O)(=O)c2ccc3c(c2)oc(=O)n3C)CC1)c1cccc(C)c1
  -4%	-3%	15%	-7%	10%	3%	-2%	-0.45	-0.24	-0.25	0.96	-15%
O=C(Nc1ccc(OC(F)(F)F)cc1)Oc1ccccc1N1CCOCC1
  2%	-4%	.	-3%	.	4%	-3%	-0.54	-0.2	0.067	-0.095	.
Cn1c(SCC(=O)NCc2ccc3c(c2)OCO3)nnc1-c1c[nH]c2ccccc12
  -4%	0%	11%	1%	13%	5%	2%	-0.78	-0.28	-0.53	0.25	-6.4%

Order of results – AID2073	LYP phosphatase	human PMI inhibitors	M17LAP inhibition	PMI inhibitors	M1AAP inhibition	Siah-1 displacement	Dynein cargo inh	Dynein cargo inh cytoplasmic EGFP	Dynein cargo inh nuclear GR-EGFP	Dynein cargo inh cell count	XIAP antagonists
O=C1CCc2cc(S(=O)(=O)N3CCC(C(=O)NCc4ccccn4)CC3)ccc2N1
  -1%	-1%	5%	5%	5%	-6%	-2%	0.2	-0.2	0.29	0.12	-3.8%
CC1(C)CC(=O)C2=C(C1)OC1=C(C2)C(=O)CC(C)(C)C1
  -4%	-4%	-2%	1%	-5%	4%	5%	-0.76	-0.31	-0.65	0.95	-1.6%
O=C(NCc1ccccc1Cl)c1csc2c1CCCCC2
  -7%	-8%	-8%	1%	-3%	22%	-2%	-0.17	-0.18	-0.02	0.62	-24%
O=C(c1cc(Sc2ccc(Cl)cc2)nc2ccccc12)N1CCN(c2ccccn2)CC1
  4%	10%	10%	-3%	6%	2%	-5%	-0.41	-0.28	0.13	0.81	-7.4%
NC(=O)COC(=O)C(Cc1ccccc1)NS(=O)(=O)c1ccccc1F (stereo unspecified)
  2%	-8%	-8%	.	0%	.	-3%	.	.	.	.	-4.3%
CCn1cc(/C=N\NC(=O)c2c[nH]c3ccccc23)c(C)n1
  3%	6%	-9%	26%	-3%	8%	2%	-0.88	-0.014	-0.58	0.52	1.1%
Cc1c(C(=O)Nc2ccc(Cl)cc2)c2ccccn2c1C(=O)c1ccccc1
  25%	0%	10%	21%	10%	5%	6%	0.73	-0.19	0.73	0.064	-14%
CCCC(=O)NC(c1ccccc1OC)c1ccc2cccnc2c1O (stereo unspecified)
  5%	-7%	40%	8%	22%	-13%	0%	2.6	0.28	1.4	-2.2	-1.3%
Cc1cc(S(=O)(=O)NCCc2ccccc2)c(C)s1
  -8%	-3%	5%	1%	6%	-9%	-7%	0.11	-0.36	-0.27	0.21	-1.9%
O=C(CCn1nc(-c2ccc(Cl)cc2)ccc1=O)NCc1ccccn1
  7%	-8%	11%	1%	10%	-1%	-2%	0.44	-0.41	0.22	0.12	-2.7%
CN(C)c1ccc(NC(=O)CN2CCN(S(=O)(=O)c3cc(Cl)ccc3Cl)CC2)cc1
  -16%	5%	5%	-2%	10%	-6%	2%	-0.6	-0.048	0.24	0.35	0.9%
Cc1ccc(C2C=C(c3ccccc3OC(F)F)Nc3ncnn32)cc1 (stereo unspecified)
  28%	-3%	-74%	-32%	-38%	15%	-2%	0.36	-0.17	0.49	-0.12	-2.3%
COc1cc(OC)c(C(=O)Nc2cccc(C(C)=O)c2)cc1OC
  -3%	-5%	9%	-3%	10%	-2%	1%	0.15	-0.28	0.21	0.68	-1.1%
COc1cc(C(=O)N(Cc2cccnc2)Cc2cc3cc4c(cc3[nH]c2=O)OCCO4)cc(OC)c1OC
  -2%	-7%	7%	-25%	3%	11%	-5%	0.79	-0.23	-0.64	0.54	13%
Cc1cc(Nc2ccccc2)n(CCC#N)n1
  1%	0%	10%	5%	7%	13%	3%	-0.51	0.056	0.071	2.8	-5.3%

Order of results – AID2073	LYP phosphatase	human PMI inhibitors	M17LAP inhibition	PMI inhibitors	M1AAP inhibition	Siah-1 displacement	Dynein cargo inh	Dynein cargo inh cytoplasmic EGFP	Dynein cargo inh nuclear GR-EGFP	Dynein cargo inh cell count	XIAP antagonists
CC(=O)c1cccc(NS(=O)(=O)N(C)C)c1
  -1%	-11%	2%	4%	1%	0%	-2%	-0.013	0.00078	0.049	-0.32	-8.0%
CCOCCCNC(=O)Cc1ccc(Br)cc1
  0%	-4%	-3%	9%	-6%	8%	0%	-0.00063	-0.041	-0.046	-0.4	-2.3%
Cc1nnc(SCC(=O)N2c3ccccc3Sc3ccccc32)n1N
  2%	-6%	11%	-2%	12%	2%	-3%	-1.2	1.5	-0.09	0.025	-3.4%
Cc1cccc(-c2nc3ccccc3c(=O)n2NC(=S)N(C)C)c1
  ?	3%	11%	12%	49%	3%	1%	0.44	-0.26	0.14	0.81	-4.1%

Outcome played no part in choosing rows; about 2.1% have a hit in one of these screens.
